ATXN viability – Viability Counterscreen for Primary qHTS for Inhibitors of ATXN expression. AID 651635, 2014. S2 cells (HEK-293 line with an ATXN2-luciferase reporter) viability, CellTiter-Fluor protease fluorescence, 24 h. actives 0.49% (n = 400,000). Potency, µM (titrated, usually from 56.7 µM), most hits filed as cytotoxic; note: potency is the fitted concentration of half-maximal effect; nearly all actives have a fitted effect of over 40% in size
Nrf2 activator – qHTS of Nrf2 Activators; Potency, µM (series often up to 46.1 µM), inactives show at the top dose activation, hits mostly activators; actives 0.31% (n = 410,000); AREc32 ARE-luciferase reporter (MCF7-derived line), luminescence, 24 h; AID 624171, 2012; note: potency is the fitted concentration of half-maximal effect; % of control where 0% means no effect; nearly all actives have a fitted effect of over 65% in size
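For detection, Steady-Glo was added and plates sat 30 min at RT; before that, AREc32_Fluc cells grown overnight in OPTI-MEM/5% FBS had been treated with 23 nL compound for 24 hr at 37 deg C.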
IL-1B inflam inh – qHTS for Inhibitors of Inflammasome Signaling: IL-1-beta AlphaLISA Primary Screen; activity change, % at 57.5 µM; actives 4.7% (n = 360,000); THP-1 LPS/ATP IL-1B secretion, AlphaLISA, 16 h; active compounds read low; in the data active = activity change below about -50%; inconclusive = mostly about -30% to -49%; note: % is set by controls: 0 for no effect and ±100 for the full control effect
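Secreted IL-1B measured by AlphaLISA bead assay after 16 h compound exposure of THP-1 cells; compounds (final up to 57.5 uM) added 1 h before LPS (250 ng/mL) and ATP (1.25 mM) stimulation; lower signal means less secretion.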
TGFb SMAD3 inh – qHTS for Inhibitors of TGF-b | Potency, µM (doses to about 46.1 µM), for inactives: at the top dose activity, negative = inhibition, usual class: inhibitors | HepG2 CAGA-GFP TGF-b/SMAD3 reporter, GFP fluorescence, 18 h; TGF-beta stimulated, 500 pg/mL final | AID 588855, 2011 | actives 1.2% (n = 410,000); note: potency is the fitted concentration of half-maximal effect; % is set by controls: 0 for no effect and ±100 for the full control effect; nearly all actives have a fitted effect of over 65% in size
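Smad-responsive CAGA-GFP expression was quantified in HEPG2 cells exposed to compounds and 500 pg/mL final TGF-beta for 18 h at 37 degrees C; unstimulated wells defined full inhibition.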
Nrf2 inh – Nrf2 qHTS screen for inhibitors; A549 ARE-Fluc reporter, luciferase luminescence, 18-24 h; Potency, µM (doses to about 46 µM), for the others: top-dose activity change, negative = inhibition, actives largely listed as inhibitors; actives 2.1% (n = 360,000); note: potency is the fitted concentration of half-maximal effect; % is set by controls: 0 for no effect and ±100 for the full control effect; nearly all actives have a fitted effect of over 60% in size
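Nrf2 activity is the BugLite luminescence, read 15 min after reagent at room temperature, following CellTiter-Fluor cytotoxicity readout (30 min, 37C). Compound titrations were applied for 18-24 h to 5000 A549 ARE_Fluc cells/well in 5% FBS OPTI-MEM.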
MCF10A rereplic – A quantitative high throughput screen for small molecules that induce DNA re-replication in MCF 10a normal breast cells. MCF 10A DNA re-replication, Hoechst nuclear intensity, 48 h. Potency, µM (doses to about 46.1 µM), for the others: at the top dose activity, positive = re-replication, hits mostly activators. actives 2.9% (n = 350,000). AID 624296, 2012; note: potency is the fitted concentration of half-maximal effect; % of control where 0% means no effect; nearly all actives have a fitted effect of over 50% in size
ATXN2 expr inh – Primary qHTS for Inhibitors of ATXN expression; HEK-293 ATXN2-luciferase reporter, luminescence, 24 h; Potency, µM (top dose mostly 57 µM), without a hit: at the highest dose activity change, negative = inhibition, hits mostly inhibitors; actives 0.72% (n = 360,000); AID 1745845, 2022; note: potency is the fitted concentration of half-maximal effect; % is set by controls: 0 for no effect and ±100 for the full control effect; nearly all actives have a fitted effect of over 55% in size
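ATXN2-luciferase reporter cells (luciferase flanked by upstream and downstream ATXN2 gene portions) were treated 24 h at 37 °C with compounds at up to 57 uM. SteadyGlo luminescence gave expression; GF-AFC fluorescence gave viability.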
A549 viability – Nrf2 qHTS screen for inhibitors: counterscreen for cytotoxicity | A549 ARE-Fluc cells, CellTiter-Fluor viability, 18-24 h | Potency, µM (top dose mostly 46 µM), inactives show at the top dose activity change, negative = cytotoxicity, actives largely listed as inhibitors | actives 0.16% (n = 390,000); note: potency is the fitted concentration of half-maximal effect; % is set by controls: 0 for no effect and ±100 for the full control effect
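A549 ARE_Fluc cells in 5% FBS OPTI-MEM were exposed to compounds in concentration-response for 18-24 h at 37 deg C. Viability was read by CellTiter-Fluor fluorescence (Ex 405/Em 525) after 30 min, before the luciferase read.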
HepG2 tox – qHTS for Inhibitors of TGF-b: Cytotox Counterscreen. HepG2 CAGA-GFP viability, ATP luminescence, 18 h. Potency, µM (series often up to 46.1 µM), without a hit: top-dose activity change, negative = cytotoxicity, most hits filed as cytotoxic. actives 0.76% (n = 410,000). AID 588856, 2011; note: potency is the fitted concentration of half-maximal effect; some results filed as inactive show a strong effect at the top dose
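CellTiter-Glo luminescence gave cytotoxicity after 18 hours at 37 degrees C. The cells were HepG2 CAGA-GFP in 1% FBS DMEM, stimulated with 500 pg/mL TGF-beta after compound addition. %Activity was normalised to no-cell wells (complete cell-killing) and DMSO (no toxicity), and curves were fitted and classified.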
* marks the source's active call; other numbers are inactive results; i = inactive; ? = inconclusive; . = no result given; & = joins results of further samples; [ ] = another dose, or the depositor's remark. Unless noted, calls come from the whole dose curve; as a rule, active = well fitted curve in the direction sought with a large enough effect; inconclusive = small, poorly fitted or top-dose-only effect, or another doubt; inactive = no such curve, though single readings can be large; an effect the other way counts as inactive or inconclusive.

SMILES | ATXN viability | Nrf2 activator | IL-1B inflam inh | TGFb SMAD3 inh | Nrf2 inh | MCF10A rereplic | ATXN2 expr inh | A549 viability | HepG2 tox
Cn1cnnc1SCC(=O)c1ccc2c(c1)NC(=O)CO2 | ? | -0.6% | 6 | 5% | 1% | 10% | 9% | 4% | 1%
CCCCCOc1ccc(C(O)C(CN2CCOCC2)c2ccccc2)cc1 (stereo not given) | i | 2.7% | -62* | -1% | ? | ? | -12% | 12% | -24%
Nc1nc(N)c2[nH]c(-c3ccccc3)nc2n1 | i | 5.0% | 29 | 0% | 20% | ? | 11% | 3% | 8%
Cc1ccc(CC(=O)O/N=C(\N)c2cccc([N+](=O)[O-])c2)cc1 | i | 0.2% | -24 | ? | -1% | 10% | -5% | 6% | -28%
O=C(O)c1ccc(S(=O)(=O)NCC2CCCO2)cc1 (stereo not given) | i | 0.3% | 6 | -27% | -6% | 1% | . | 2% | -18%
CC(C)(C)OC(=O)NN1CC(=O)N2Cc3ccccc3C[C@@H]2C1=O | i | 0.4% | 3 | 2% | 2% | 5% | -16% | 0% | 8%
COc1ccccc1N1CCc2c(C)nc3c(OC)cccc3c21 | ? | 0.3% | -72* | ? | ? | 17% | -23% | 0% | -38%
O=C(Cc1ccc(Cl)cc1)NN1C(=O)c2ccccc2C1=O | i | -0.7% | 6 | -15% | 1% | 0% | 1% | -6% | 2%
Cc1csc(NC(=O)C2CCCN(S(=O)(=O)c3cccnc3)C2)n1 (stereo not given) | i | -1.3% | -5 | -2% | 1% | 17% | 2% | 1% | -19%
CSCCC(NS(=O)(=O)c1ccc(Cl)cc1)C(=O)OCc1c(Cl)cccc1Cl (stereo not given) | i | 3.9% | 36 | ? | ? | 16µM* | -31% | 0% | -33%
Cc1ccc2[nH]c3c(=O)n(CC(=O)NCCc4ccc(Cl)cc4)ncc3c2c1 | i | -0.4%&-1.0% | 33 | -7%&0% | ? | 1% | 5%&5% | -2%&1% | -6%&3%
CCN(CC)S(=O)(=O)c1ccc(N2CCOCC2)c(NC(=O)c2ccc(NC(C)=O)cc2)c1 | i | -0.3% | ? | -16% | ? | -1% | -23% | 3% | -5%
CCCCN1C(=O)c2ccc(C(=O)Nc3cccc(C)c3C)cc2C1=O | ? | -0.1% | 9 | -9% | 5% | 0% | -25% | 2% | 1%
Cc1ccc(NC(=O)C2CC(=O)NC(N3CCCCC3)=N2)cc1Cl (stereo not given) | i | -0.4% | 26 | 16% | 1% | 1% | 1% | -5% | 0%
CCN(CC(=O)NCc1cccs1)C(=O)CCOc1ccccc1C | i | -0.7% | -10 | -12% | ? | -3% | -4% | -3% | -20%
CC(=O)c1c(C)[nH]c(C(=O)OCc2cc(=O)n3cc(Br)ccc3n2)c1C | i | 0.5% | ? | -19% | -11% | 4% | 9% | -1% | 2%
CCc1c(C)nc2[nH]ncn2c1=O | i | -0.1% | 26 | -6% | -13% | -3% | -1% | -1% | -16%
COCCNC(=O)Cn1c(=O)n(Cc2ccco2)c(=O)c2ccccc21 | i | -0.6% | -6 | 19% | 9% | 1% | 2% | 0% | 3%
CCOc1ccc(/C=C/C(=O)Oc2ccccc2)cc1 | i | 3.0% | -6 | 2% | -12% | -1% | 4% | -12% | 4%
CCOc1ccc(-n2c(C)nc3cc(C(=O)NCCC4=CCCCC4)ccc32)cc1 | i | 0.7% | . | 18µM* | . | . | 2% | -2% | -31%
CC(C)C(NS(=O)(=O)c1cccs1)C(=O)NCc1ccccc1 (stereo not given) | i | -0.4% | 10 | 0% | 1% | -8% | 5% | 2% | -2%
CCCn1c2c(c(O)c(C(=O)Nc3ncccc3O)c1=O)CCCC2 | i | -0.7% | 14 | ? | ? | ? | -6% | -11% | -21%
CC(NC(N)=O)C(=O)Nc1ccc(Cl)c(S(=O)(=O)Nc2ccc(Cl)cc2)c1 (stereo not given) | i | -0.8% | -16 | -7% | -7% | 1% | . | 0% | -9%
CCc1ccc(CN(C)C(C)C(=O)NCc2ccccc2)cc1 (stereo not given) | i | -0.4% | -1 | 4% | -15% | 26% | -12% | 5% | -12%
Cc1nn(C(=O)c2cccc([N+](=O)[O-])c2C)c(C)c1S(=O)(=O)N1CCOCC1 | i | -0.4% | . | -32% | . | . | 3% | -7% | -14%
Carrying on:
SMILES | ATXN viability | Nrf2 activator | IL-1B inflam inh | TGFb SMAD3 inh | Nrf2 inh | MCF10A rereplic | ATXN2 expr inh | A549 viability | HepG2 tox
Cn1nnnc1Sc1ncnc2scc(-c3ccc4c(c3)OCO4)c12 | ? | ? | . | ? | ? | 23µM* | ? | -17%&-9% | 3%
CCOc1ccc(NC(=O)C(=O)NCCc2csc(-c3ccc(C)cc3)n2)cc1 | . | 3.2% | . | -4% | . | . | . | 4% | 1%
O=C(Cc1n[nH]c(=O)[nH]c1=O)N/N=C/CCc1ccccc1 | i | 0.5% | 0 | -1% | -6% | 3% | . | -11% | 15%
Cc1ccc2cc(CN(Cc3nnnn3C3CCCCC3)CC3CCCO3)c(=O)[nH]c2c1 (stereo not given) | ? | 1.0% | -9 | -33% | -10% | 11% | -9% | 0%[1.84 µM] | -22%
COC(=O)c1ccc(Oc2coc3cc(OCc4cnn(-c5ccccc5)c4)ccc3c2=O)cc1 | ? | -0.3% | 150 | -4% | 0% | -9% | ? | -1% | 4%
Cc1ccccc1Nc1c(-c2ccncc2)nc2ccc(Br)cn12 | i | 5.5% | 0 | ? | 22% | ? | 1% | -4% | -31%
CCOC(=O)c1cc(S(=O)(=O)N2CCCC2)cn1C | i | 0.3% | 0 | 10% | -5% | -3% | . | -4% | 7%
Cc1cc(NC(=O)CSc2nc3ccccc3c(=O)n2-c2ccccc2)no1 | i | -0.3% | 6 | 9% | -4% | 9% | -2% | 2% | 1%
Cc1cccc(OCCC(=O)Nc2cc(S(=O)(=O)N3CCCCC3)ccc2N2CCOCC2)c1 | i | -0.8% | -12 | -12% | -25% | -18% | -13% | 0% | -3%
CCN(CC)CCNc1c2c(c(C#N)c3nc4ccccc4n13)CCCC2 | i | 8.2% | -3 | -22% | 2% | ? | -17% | 10% | -53%
COc1ccc2[nH]c(=O)c(CN(CCc3ccccc3)C(C)=O)cc2c1 | i | -0.1% | -11 | -2% | -12% | -3% | 1% | -2% | 1%
CN(CCc1ccccc1)C(=O)c1cccc(NC(=O)Cc2cccc(NC(=O)C3CCCN(S(=O)(=O)c4cccc([N+](=O)[O-])c4)C3)c2)c1 (stereo not given) | i | -0.1% | 3 | -12% | ? | 0% | 0% | -12% | -13%
Cc1ccc(S(=O)(=O)N2CCC(C(=O)OCC(=O)N(CCC#N)c3ccc(F)cc3)CC2)cc1C | i | -0.2% | 15 | -9% | -1% | 0% | 1% | -1% | 0%
CC1CN(C(=O)c2ccc(OC3CCN(Cc4ccccn4)CC3)cc2)CCN1C (stereo not given) | i | -0.7% | 11 | 24% | 3% | 24% | -22% | 2% | -1%
CC1=C(C(=O)Nc2ccccc2)C2(CCCCC2)C(C#N)=C(SCC(N)=O)N1 | i | -0.4% | 15 | 0% | 9% | 17% | 0% | -4% | 7%
CCN(CC)CC(=O)Nc1ccc(Oc2ccc(NC(=O)CN(CC)CC)cc2)cc1 | i | 0.4% | -58* | 2% | -4% | 4% | -12% | -12% | -13%
CN1C(=O)C2(c3ccccc31)N(c1ccc(Br)cc1)C(=O)CS2(=O)=O (stereo not given) | i | -0.5% | . | 3% | ? | . | 6% | 6% | -25%
COc1ccc(CNC(=O)CN2C(=O)c3ccccc3C2=O)cc1 | i | 2.8% | 14 | -1% | 3% | 3% | . | -4% | -1%
CNC(=O)c1cc(C)c(-c2ccccc2)s1 | i | 2.6% | 10 | -1% | . | 2% | 40%[activator] | 1% | 1%
Cc1ccc(S(=O)(=O)N(C)/N=C2/C(=O)N(CC(=O)O)c3ccccc32)cc1 | i | -0.1% | -9 | 5% | 3% | -1% | 4% | -7% | 0%
O=C(NCc1cccc(Cl)c1)c1c2c(nc3ccccc13)C(=O)N(C1CCCCC1)C2 | . | -0.2% | . | 20% | 26% | . | . | 2% | -4%
O=C(/C=C/c1ccccc1)NC(NC(=S)Nc1cccc(O)c1)C(Cl)(Cl)Cl (stereo not given) | i | 16% | -117* | ? | -13% | ? | -18% | -2% | -46%
CC(C)CC(NS(=O)(=O)c1ccc2c(c1)oc(=O)n2C)C(=O)NCCc1ccc(Cl)cc1 (stereo not given) | i | -0.4% | . | -24% | 8% | . | -7% | -6% | 1%
CCOc1ccc(N2C(=O)CS/C2=N/NC(=O)COc2ccc3ccccc3c2)cc1 | i | -0.6% | -9 | 0% | ? | 1% | -3% | 0% | -16%
COC(=O)C1=C(C)NC(=O)C1(NS(=O)(=O)c1ccc(C)cc1)C(F)(F)F (stereo not given) | i | 0.3% | 0 | 0% | -1% | -1% | 2% | 1% | 2%

Complete entries as entered above. Screens in order: ATXN viability | Nrf2 activator | IL-1B inflam inh | TGFb SMAD3 inh | Nrf2 inh | MCF10A rereplic | ATXN2 expr inh | A549 viability | HepG2 tox
Listed for `Cc1cc(NC(=O)CSc2nc3ccccc3c(=O)n2-c2ccccc2)no1` → i | -0.3% | 6 | 9% | -4% | 9% | -2% | 2% | 1%
Listed for `CC1CN(C(=O)c2ccc(OC3CCN(Cc4ccccn4)CC3)cc2)CCN1C` (stereo not given) → i | -0.7% | 11 | 24% | 3% | 24% | -22% | 2% | -1%
Listed for `COc1ccc(CNC(=O)CN2C(=O)c3ccccc3C2=O)cc1` → i | 2.8% | 14 | -1% | 3% | 3% | . | -4% | -1%
Listed for `Cc1ccc(S(=O)(=O)N(C)/N=C2/C(=O)N(CC(=O)O)c3ccccc32)cc1` → i | -0.1% | -9 | 5% | 3% | -1% | 4% | -7% | 0%

High-throughput results (PubChem)
